ARNT-TACC3 inh: disruptors of ARNT/TACC3 protein interaction, primary screen, biochemical, AlphaScreen, single concentration. Transforming acidic coiled-coil-containing protein 3 (Homo sapiens), Q9Y6A5. AlphaScreen His-ARNT PAS-B/GST-TACC3 binding, luminescence; TACC3 fragment carries E629A point mutation. inhibition, % at 9.99 µM. 390,000 tested, 0.66% active;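 active = mean inhibition of replicates at least 50% and at least half of replicates each reaching 50%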;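 also: 0% = complete ARNT plus TACC3 wells and 100% = ARNT alone without TACC3; many hits fall short of the cut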
PglD DTNB: C. jejuni PglD acetyltransferase inhibitors, primary screen, biochemical, DTNB colorimetric, single point. purified PglD enzyme, DTNB colorimetric CoA detection. inhibition, % at 12.5 µM. 360,000 tested, 0.098% active. AID 602405, 2012; in the data active = inhibition above about 16%, passing the limit was not always enough; also: strong numbers were not always called active
GSIS activator: GLuc luminescence reporter in INS-1E cells, primary screen for activators of glucose-dependent secretion of insulin; INS-1E GLuc reporter insulin secretion, 2-3 h; activation, % at 16.6 µM; 370,000 tested, 0.61% active;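 active = lowest replicate activation of at least 40%, so every replicate reaches that level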;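 also: 0% = median of neutral control wells and 100% = median of IBMX positive control wells; some compounds called inactive have numbers as strong as hits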
LGR2 inh: inhibitors of bursicon-induced LGR2 CRE-luciferase signal, primary screen, cell-based, HEK293, CRE-luciferase reporter, bursicon stimulation | Drosophila bursicon receptor LGR2 (rickets) | bursicon-stimulated, 4 h | inhibition, % at 9.99 µM | 380,000 tested, 0.35% active | AID 720647, 2013;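 active = drop in luminescence signal, shown as inhibition above about 50% in the replicate tests, limit read from the data, passing the limit was not always enough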;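 also: agonist challenge used bursicon conditioned medium at about half maximal strength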
PGC1a acetyl inh: inhibitors of PGC1a acetylation signal, primary screen, cell-based, U2OS, AlphaScreen, inhibitor mode | AID 651687, 2012 | inhibition, % at 15.6 µM | AlphaScreen anti-acetyl-lysine; with virally co-expressed GCN5 acetyltransferase | 350,000 tested, 0.17% active;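 active = every replicate shows inhibition of at least 40%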;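 also: 0% = neutral control wells and 100% = positive control wells; some results beyond the cut were filed as inactive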
C2C12 statin: suppressors of statin myotoxicity in C2C12 myotubes, primary screen, cell-based, single point, plate reader | C2C12 myotubes + simvastatin, ATP luminescence, 48 h; scaled: DMSO 0, geranylgeraniol control 100 | rescue of ATP level, % at 7.49 µM | 330,000 tested, 0.78% active;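 active = mean ATP rescue above about 67%, or every replicate alone reaching that limit, limit read from the data, passing the limit was not always enough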;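 also: myotubes were challenged with 10 µM simvastatin during compound exposure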
PAX8 reporter: inhibitors of PAX8-driven TPO luciferase reporter, primary screen, RMG-I cells, single concentration | SteadyGlo, 24 h | inhibition, % at 12.6 µM | 360,000 tested, 1.2% active | AID 652154, 2013;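 active = mean replicate inhibition at least 60% with every replicate also reaching 60%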;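 also: luciferase light reporting Pax8 driven TPO promoter activity; plate controls were median of neutral control wells for no effect and mitoxantrone controls for full effect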
Cneo AK release: Cryptococcus neoformans cell lysis inducers, primary screen, AK release luminescence, single concentration. C. neoformans lysis, adenylate kinase release luminescence, 4 h; normalised: neutral wells 0, clomiphene wells 100. lysis activity, % at 15 µM. 360,000 tested, 0.2% active. AID 651654, 2012;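 active = mean lysis activity across replicates of at least 80%, whatever share of replicates individually reach that level; inactive = mean lysis activity below 80%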
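Material – Cryptococcus neoformans yeast cells · Quantity – 5 × 10^6 yeast cells/mL · Buffer or medium – YPD medium · Compound – single dose · Timing – 4 h static compound exposure, 37 °C, read 1 h post-reagent · Signal – adenylate kinase release luminescence · Read-out basis – lysis from increased AK signal · Benchmarks – Clomiphene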
Active calls of the source: *; & = joins results of further samples.

How did COCc1cn(CC[C@@H]2CC[C@H](NC(=O)Nc3ccc(C(F)(F)F)cc3)[C@@H](CO)O2)nn1 do in these assays?
ARNT-TACC3 inh: -8; PglD DTNB: 12; GSIS activator: -6; LGR2 inh: 1; PGC1a acetyl inh: -1; C2C12 statin: 1; Cneo AK release: 0

What do the screens show for `CCCn1c(SCC(=O)NC2CC2)nnc1-c1ccccn1`?
ARNT-TACC3 inh: 14; PglD DTNB: 3; GSIS activator: 4; LGR2 inh: 6; C2C12 statin: -11; PAX8 reporter: -9; Cneo AK release: -1

How did NCCCCCc1nnc(SCC(N)=O)o1 do in these assays?
ARNT-TACC3 inh: 10; GSIS activator: -1; LGR2 inh: 10; PAX8 reporter: 25

Results for CC[C@@H](NC(=O)Cn1cc(C)c(=O)[nH]c1=O)c1ccccc1 ?
PglD DTNB: 1; GSIS activator: 6; LGR2 inh: 23; C2C12 statin: 7; PAX8 reporter: 2; Cneo AK release: -4

What do the screens show for `C/C(=N\NC(=O)c1ccc(-c2ccccc2)cc1)c1cccc(N)c1`?
ARNT-TACC3 inh: -15; PglD DTNB: -1; C2C12 statin: -3; PAX8 reporter: -13; Cneo AK release: 2

What do the screens show for `O=C(Cc1cccnc1)N1[C@H](CO)[C@H](c2ccccc2)[C@H]1CNCC1CCC1`?
ARNT-TACC3 inh: -7; PglD DTNB: 2; GSIS activator: 0; LGR2 inh: 11; PGC1a acetyl inh: 2; C2C12 statin: 5; PAX8 reporter: -3; Cneo AK release: 5

What do the screens show for `O=S(=O)(Nc1ccc(-c2ccc(N3CCOCC3)nn2)cc1)c1cc(Cl)ccc1Cl`?
ARNT-TACC3 inh: -24; PglD DTNB: 7; GSIS activator: 10; LGR2 inh: -11; PAX8 reporter: -40; Cneo AK release: -4

How did COC(=O)Cc1ccc(NC(=S)NCc2ccccc2OC)cc1 do in these assays?
ARNT-TACC3 inh: -11; GSIS activator: 6; LGR2 inh: 12; PGC1a acetyl inh: 4; PAX8 reporter: 0

Results for Cc1ccc(C23CCC(=O)N2C(C(=O)O)CS3)c(C)c1 (configuration not stated) ?
ARNT-TACC3 inh: -3; GSIS activator: 12; LGR2 inh: -1; PGC1a acetyl inh: 3; C2C12 statin: 1; PAX8 reporter: -26

Results for C[C@H]1CN([C@@H](C)CO)C(=O)c2c(c3ccccc3n2C)-c2ccccc2CO[C@H]1CN(C)Cc1ccc(-c2ccccc2)cc1 ?
GSIS activator: -29; LGR2 inh: 2; PGC1a acetyl inh: -30; PAX8 reporter: 14

Results for Cc1ccsc1C(=O)Nc1ccccc1N1CCOCC1 ?
ARNT-TACC3 inh: -1; PglD DTNB: 3; PGC1a acetyl inh: 5; C2C12 statin: 7; Cneo AK release: -1

What do the screens show for `CCCCN(C(=O)c1cccc(S(=O)(=O)N(CC)c2ccccc2)c1)c1c(N)n(CC(C)C)c(=O)[nH]c1=O`?
ARNT-TACC3 inh: -13; PglD DTNB: -1; GSIS activator: 0; LGR2 inh: -5; PGC1a acetyl inh: -4; C2C12 statin: -14; PAX8 reporter: -10; Cneo AK release: 0

Brought forward from above: 2 entries, then new ones.
Results for Cc1ccsc1C(=O)Nc1ccccc1N1CCOCC1 ?
ARNT-TACC3 inh: -1; PglD DTNB: 3; PGC1a acetyl inh: 5; C2C12 statin: 7; Cneo AK release: -1

What do the screens show for `CCCCN(C(=O)c1cccc(S(=O)(=O)N(CC)c2ccccc2)c1)c1c(N)n(CC(C)C)c(=O)[nH]c1=O`?
ARNT-TACC3 inh: -13; PglD DTNB: -1; GSIS activator: 0; LGR2 inh: -5; PGC1a acetyl inh: -4; C2C12 statin: -14; PAX8 reporter: -10; Cneo AK release: 0

How did CO[C@@H]1CN(C)C(=O)c2cc(NC(=O)C3CCC3)ccc2OC[C@H](C)N(Cc2ccccn2)C[C@H]1C do in these assays?
ARNT-TACC3 inh: 3; PglD DTNB: 1; GSIS activator: -5; LGR2 inh: -3; PGC1a acetyl inh: -1; C2C12 statin: 0; PAX8 reporter: 9; Cneo AK release: 5

What do the screens show for `CC(C)CNC(=O)COC(=O)c1cccc(S(=O)(=O)NCC(F)(F)F)c1`?
ARNT-TACC3 inh: -11; PglD DTNB: 1; GSIS activator: 7; LGR2 inh: 0; PGC1a acetyl inh: 0; PAX8 reporter: 3; Cneo AK release: -2

Results for C[C@@H]1CN([C@@H](C)CO)C(=O)CCCn2nncc2CO[C@@H]1CN(C)S(=O)(=O)c1ccccc1 ?
ARNT-TACC3 inh: -37; PglD DTNB: -1&11; GSIS activator: 6&-2; LGR2 inh: 19&4; PGC1a acetyl inh: 2&-1; C2C12 statin: 1&-15; PAX8 reporter: -2&6; Cneo AK release: 5&3

Results for Cc1cc(C)c2c(N)c(C(=O)NN3CC(=O)N(c4ccccc4F)CC3=O)sc2n1 ?
ARNT-TACC3 inh: -2; PglD DTNB: -1; GSIS activator: -4; LGR2 inh: -15; C2C12 statin: -10; Cneo AK release: 3

How did CCCNC(=O)C[C@@H]1CC[C@@H]2[C@H](COc3ccc(NC(=O)NCC)cc3C(=O)N2C)O1 do in these assays?
ARNT-TACC3 inh: 9; PglD DTNB: 1; GSIS activator: 9; LGR2 inh: -12; PGC1a acetyl inh: -2; C2C12 statin: 3; PAX8 reporter: -12; Cneo AK release: -3

What do the screens show for `CN(C)c1ccc(NC(=O)Nc2csc3ccccc23)cc1`?
ARNT-TACC3 inh: 14; PglD DTNB: -1; PGC1a acetyl inh: -6; PAX8 reporter: -27; Cneo AK release: -4

What do the screens show for `COc1ccccc1C(=O)COC(=O)Cn1nc(C)c([N+](=O)[O-])c1C`?
ARNT-TACC3 inh: 2; GSIS activator: 14; LGR2 inh: -16; PGC1a acetyl inh: 1; C2C12 statin: -8; PAX8 reporter: 14

Results for CC(OC(=O)C1=COCCO1)C(=O)NC1CCCCC1C (configuration not stated) ?
ARNT-TACC3 inh: 0; PglD DTNB: -4; GSIS activator: 10; LGR2 inh: -7; PGC1a acetyl inh: -3; C2C12 statin: 2; PAX8 reporter: -2; Cneo AK release: 2

Results for NC(=O)C1CCN(S(=O)(=O)c2cccc(C(=O)O)c2)CC1 ?
PglD DTNB: 0; GSIS activator: 12; LGR2 inh: 16; PGC1a acetyl inh: -3; Cneo AK release: -1

What do the screens show for `Cc1cc(C(=O)CSc2nc(N)cc(N)n2)c(C)n1-c1cccc(C(F)(F)F)c1`?
ARNT-TACC3 inh: 0; GSIS activator: -2; LGR2 inh: 4; PAX8 reporter: 12

Results for CC(C)(C)c1nnc(N/N=C/c2ccccc2)n(N)c1=O ?
ARNT-TACC3 inh: 21; PglD DTNB: -2; GSIS activator: 7; LGR2 inh: 8; PGC1a acetyl inh: 30; PAX8 reporter: -28; Cneo AK release: -2

How did C[C@H](CO)N1C[C@H](C)[C@@H](CN(C)S(=O)(=O)c2cccs2)OCCCC[C@H](C)Oc2ccc(NC(=O)CCCN(C)C)cc2C1=O do in these assays?
ARNT-TACC3 inh: 3; PglD DTNB: 3; GSIS activator: 12; LGR2 inh: -6; PGC1a acetyl inh: 0; Cneo AK release: -1

Results for COc1ccc(C(=O)NCCS(=O)(=O)N(C)C2CCCCC2)cc1 ?
ARNT-TACC3 inh: -25; PglD DTNB: 3; GSIS activator: -7; LGR2 inh: -3; PGC1a acetyl inh: 2; C2C12 statin: 1; PAX8 reporter: 12; Cneo AK release: 1

What do the screens show for `O=C1C2C3C=CC(C4CC34)C2C(=O)N1/N=C/c1ccc(-c2ccc(Cl)cc2[N+](=O)[O-])o1` (configuration not stated)?
ARNT-TACC3 inh: 5; PglD DTNB: 0; PGC1a acetyl inh: 9; C2C12 statin: 5; Cneo AK release: 1

Results for O=C(NCCc1c[nH]c2ccccc12)C(=O)NCC(c1ccco1)N1CCN(c2ccccc2)CC1 (configuration not stated) ?
ARNT-TACC3 inh: -2; GSIS activator: -22; LGR2 inh: -3; PAX8 reporter: 10

Results for Cc1ccc(C)n1-c1ccc(C(=O)NN=C2CCCC2)cc1 ?
ARNT-TACC3 inh: -8; PglD DTNB: 3; GSIS activator: 1; LGR2 inh: 5; PGC1a acetyl inh: 4; C2C12 statin: -3; PAX8 reporter: -11; Cneo AK release: -1

What do the screens show for `COCCCNC(=S)Nc1c(C)cc(C)cc1C`?
ARNT-TACC3 inh: -1; GSIS activator: -6; LGR2 inh: 4; PAX8 reporter: 1

Results for Cc1nc2ccccn2c1C(=O)Nc1ccc(Cl)cc1 ?
ARNT-TACC3 inh: -20; GSIS activator: -10; LGR2 inh: -62; PGC1a acetyl inh: 8; PAX8 reporter: -54

How did CC(C)N1C(=O)C(=O)N(CC(=O)N(C)c2ccccc2)C1=O do in these assays?
PglD DTNB: 1; GSIS activator: 5; LGR2 inh: 5; PGC1a acetyl inh: 10; C2C12 statin: 11; PAX8 reporter: -6; Cneo AK release: 0

What do the screens show for `O=C(C[C@@H]1C[C@@H]2c3cc(NC(=O)Cc4ccncc4)ccc3O[C@@H]2[C@H](CO)O1)NCc1cccc(F)c1`?
ARNT-TACC3 inh: -5; PglD DTNB: 2; GSIS activator: 2; LGR2 inh: 19; PGC1a acetyl inh: 0; C2C12 statin: 17; PAX8 reporter: 17; Cneo AK release: 15

Results for COc1ccc(C(=O)OCn2nnc3ccccc3c2=O)cc1[N+](=O)[O-] ?
ARNT-TACC3 inh: 36; PglD DTNB: 4; GSIS activator: 7; LGR2 inh: -6; PGC1a acetyl inh: 7; C2C12 statin: 5; PAX8 reporter: -10; Cneo AK release: 0

Results for CCCn1nnnc1NCc1ccccc1OCc1ccc(F)cc1 ?
ARNT-TACC3 inh: 3; PglD DTNB: -2; PGC1a acetyl inh: 1; C2C12 statin: 3; Cneo AK release: -1

Results for C[C@@H]1CN([C@@H](C)CO)C(=O)c2cc(NS(=O)(=O)c3ccc(F)cc3)ccc2O[C@H]1CN(C)S(=O)(=O)c1ccccc1 ?
ARNT-TACC3 inh: 20; PglD DTNB: 3; GSIS activator: -8; LGR2 inh: 7; PGC1a acetyl inh: 6; C2C12 statin: 13; PAX8 reporter: 14; Cneo AK release: -1

What do the screens show for `COc1ccc(-c2nn(-c3ccccc3)cc2C(=O)O)cc1`?
ARNT-TACC3 inh: 0; PglD DTNB: -2; LGR2 inh: -8; PGC1a acetyl inh: 2; C2C12 statin: -12; PAX8 reporter: -5; Cneo AK release: -1

Results for O=C(/C=C/c1ccccc1)OCC(=O)N1CCN(c2ccccc2)CC1 ?
ARNT-TACC3 inh: 1; PglD DTNB: 2; GSIS activator: 19; LGR2 inh: -9; C2C12 statin: -7; PAX8 reporter: -3; Cneo AK release: -1

What do the screens show for `O=C(COC(=O)CCCN=C1NS(=O)(=O)c2ccccc21)NC(=O)NC1CCCC1`?
ARNT-TACC3 inh: -3; GSIS activator: 8; LGR2 inh: -8; PAX8 reporter: -5

Results for COc1ccc(C(=O)Nc2ccc(-n3nncc3C(C)(C)C)cc2)cc1 ?
ARNT-TACC3 inh: 7; GSIS activator: -20; LGR2 inh: 10; PAX8 reporter: 4

What do the screens show for `O=C(Nc1cc(-c2ccccc2)cs1)c1ccco1`?
ARNT-TACC3 inh: 0; PglD DTNB: 0; GSIS activator: -1; LGR2 inh: -74; PGC1a acetyl inh: 2; C2C12 statin: -26; PAX8 reporter: -188; Cneo AK release: -6

Source: PubChem
